# Screens (PubChem BioAssay)
# Epigenetic derep – derepresses silenced GFP reporter in murine cells. murine LDR cells, GFP reporter derepression, 30 h. Potency, µM (series often up to 53.9 µM), for inactives: top-dose GFP activation, most hits filed as activators. 280,000 compounds, 0.2% hits; note: potency is the fitted concentration of half-maximal effect; % of control where 0% means no effect; nearly all actives have a fitted effect of over 60% in size
#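 Readout is the number of GFP-expressing murine LDR cells, counted by cytometry following washing. Cells were treated with compound for 30 h at 37 C; the stably integrated CMV-GFP locus is normally silent.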
# IMPase Li cell – membrane-permeable IMPase blocker, potentiated with lithium | CHO-M1 cells, IP1 TR-FRET (IP-One), carbachol + lithium | Potency, µM (top dose mostly 59.4 µM), without a hit: at the highest dose activity, negative = IMPase inhibition, hits mostly inhibitors | 210,000 compounds, 0.35% hits | AID 1457;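 note: IP1 builds up when IMPase is blocked and the TR-FRET signal falls; potency is the fitted concentration of half-maximal effect; plate controls were basal vehicle for no effect and high inhibitor control for full effect; nearly all actives have a fitted effect of over 50% in size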
#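 CHO-M1, 2000 cells/well, 16–30 h culture; cpd + low Li+, 30 min 37C; lysis with d2-IP1/Eu-anti-IP1 Ab, 10 min RT; TR-FRET 665/620 ratio and 620 channel; AC50 via Hill.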
# NPSR antag – antagonists of human neuropeptide S receptor cAMP signaling; Q6W5P4; CHO-NPSR cells, cAMP TR-FRET, antagonist mode; Potency, µM (series often up to 38.3 µM), for the others: at the highest dose activity change, negative = inhibition, most hits filed as inhibitors; 220,000 compounds, 1% hits; note: potency is the fitted concentration of half-maximal effect; % is set by controls: 0 for no effect and ±100 for the full control effect; nearly all actives have a fitted effect of over 50% in size; many of its hits are not listed in these tables
# KinaseGlo FLuc – Kinase-Glo luciferase inhibition (counter-screen); Q27757; Kinase-Glo luciferase, ATP luminescence, 8 min; Potency, µM (series often up to 38.3 µM), without a hit: top-dose activity change, negative = inhibition, actives largely listed as inhibitors; 200,000 compounds, 0.28% hits; AID 1379; note: potency is the fitted concentration of half-maximal effect; % is set by controls: 0 for no effect and ±100 for the full control effect; nearly all actives have a fitted effect of over 60% in size
#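 Inhibition of Kinase-Glo luciferase light generation was assessed at 10 uM ATP in pH 7.2 imidazole buffer, with luminescence measured after eight minutes at ambient temperature.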
# HTT aggregate – mutant huntingtin aggregation inhibition | PC12 HttQ103-GFP aggregates, Acumen cytometry, 40 h | Potency, µM (series often up to 46.1 µM), without a hit: at the top dose activity change, negative = inhibition, hits mostly inhibitors | 220,000 compounds, 1.1% hits; note: potency is the fitted concentration of half-maximal effect; % is set by controls: 0 for no effect and ±100 for the full control effect; nearly all actives have a fitted effect of over 60% in size
#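 PC12/HTTQ103-GFP, ecdysone-inducible; teb 100 nM; cpd qHTS titration; GFP aggregates read on laser cytometer, Ex 488/Em 500-530 nm.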
# L3MBTL1 inh – inhibitors of human L3MBTL1; Q9Y468; AlphaScreen L3MBTL1–H3K9me1 peptide binding; AID 485360; 230,000 compounds, 0.66% hits; Potency, µM (doses to about 57.1 µM), inactives show at the top dose activity, negative = inhibition, most hits filed as inhibitors; note: potency is the fitted concentration of half-maximal effect; % is set by controls: 0 for no effect and ±100 for the full control effect; nearly all actives have a fitted effect of over 60% in size
# Target sequence (Q9Y468 whole entry, looked up): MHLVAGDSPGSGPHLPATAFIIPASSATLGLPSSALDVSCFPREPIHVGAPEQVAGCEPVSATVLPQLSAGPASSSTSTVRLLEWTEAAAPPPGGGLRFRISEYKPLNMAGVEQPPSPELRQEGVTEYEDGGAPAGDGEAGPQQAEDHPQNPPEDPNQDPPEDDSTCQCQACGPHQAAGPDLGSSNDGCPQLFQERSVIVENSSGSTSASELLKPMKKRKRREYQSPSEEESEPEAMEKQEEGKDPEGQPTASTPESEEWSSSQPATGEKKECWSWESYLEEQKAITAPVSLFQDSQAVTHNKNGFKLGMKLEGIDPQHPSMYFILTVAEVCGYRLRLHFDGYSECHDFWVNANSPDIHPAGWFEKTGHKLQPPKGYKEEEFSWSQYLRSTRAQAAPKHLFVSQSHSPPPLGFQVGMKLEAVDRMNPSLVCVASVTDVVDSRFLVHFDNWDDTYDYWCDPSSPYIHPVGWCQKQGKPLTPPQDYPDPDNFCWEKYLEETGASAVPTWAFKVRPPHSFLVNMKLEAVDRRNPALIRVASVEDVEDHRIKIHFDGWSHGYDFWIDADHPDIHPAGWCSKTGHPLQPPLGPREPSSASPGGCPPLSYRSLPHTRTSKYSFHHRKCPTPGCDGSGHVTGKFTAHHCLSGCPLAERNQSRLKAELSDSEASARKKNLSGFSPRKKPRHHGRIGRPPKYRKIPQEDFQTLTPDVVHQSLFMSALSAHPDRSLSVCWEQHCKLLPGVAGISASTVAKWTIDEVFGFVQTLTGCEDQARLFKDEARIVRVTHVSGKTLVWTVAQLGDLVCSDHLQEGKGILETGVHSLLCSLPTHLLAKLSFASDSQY
#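 AlphaScreen assay: L3MBTL1 (50 nM final) was preincubated 30 min at room temperature with biotinylated H3(1-15)K9me1 peptide (75 nM final), then 30 min with library compounds; streptavidin donor and nickel chelate acceptor beads (10 ug/mL final) added, 30 min dark.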
# CBFb-RUNX1 inh – blocks binding between human CBF-beta and RUNX1; 230,000 tested, under 10 active; Potency, µM (titrated, usually from 59.8 µM), inactives show top-dose activity, negative = inhibition, usual class: inhibitors; Q01196+Q13951; AlphaScreen CBFb-His/RUNX1-biotin binding, biochemical; note: % of control where 0% means no effect
#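 CBFb-His/RUNX1-biotin, 30 nM each, preincubated 20 min RT; compound 15 min RT; Ni + streptavidin beads 50 ng each, 90 min RT; AlphaScreen read.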
# * marks the source's active call; other numbers are inactive results; ? = inconclusive; · = no result given; [ ] = remark or other dose. Calls come from the whole dose curve; as a rule, active = well fitted curve in the direction sought with a large enough effect; inconclusive = small, poorly fitted or top-dose-only effect, or another doubt; inactive = no such curve, though single readings can be large; an effect the other way counts as inactive or inconclusive. An excerpt; count on the stated rates, not on these rows.
SMILES,Epigenetic derep,IMPase Li cell,NPSR antag,KinaseGlo FLuc,HTT aggregate,L3MBTL1 inh,CBFb-RUNX1 inh
CC(C)(C)C(=O)N1CCCC1C(=O)O (stereo unspecified),-1.7%,13%[38.3 µM],?,-3%,24%,·,-2%
COC(=O)N1CC(C)N(C(=O)OC)CC1C (stereo unspecified),-1.3%,-8%[38.3 µM],1%[46.1 µM],-4%,9%[9.22 µM],2%,-1%
O=C(NC(=S)Nc1ccc(CN2CCCCC2)cc1)c1cc2ccccc2o1,-5.6%,·,9%,·,13%[9.22 µM],-24%,-1%
COC(=O)c1cnn(-c2nc3c(C)cccc3s2)c1C,1.0%,7%[38.3 µM],-5%[46.1 µM],-4%,3%,·,3%
CCCN1C(=O)C(O)(c2c(C)[nH]c3ccccc23)c2ccccc21 (stereo unspecified),2.1%,·,-5%,·,-12%[9.22 µM],-14%,16%
O=C(NCC1COc2ccccc2O1)C1CCCN(S(=O)(=O)c2cccc3nsnc23)C1 (stereo unspecified),-0.9%,-6%[38.3 µM],-23%[46.1 µM],0%,-25%,-3%,5%
COc1ccc(OC)c(NS(=O)(=O)c2ccc(SC)cc2)c1,-2.3%,-7%,-5%[46.1 µM],-1%,-10%,-1%,7%
CCC(C)(C)NC(=O)CCn1c(-c2ccccc2)cc(C(C)=O)c1C,-0.6%,-1%,-17%,3%,1%,·,17%
COc1ccc(CNN2CCCCC2C(=O)Nc2ccc(OC)c(OCC(C)C)c2)cc1OC (stereo unspecified),2.4%,·,-9%,·,-15%[9.22 µM],·,-7%
O=C(N/N=C/c1cc(Cl)cc([N+](=O)[O-])c1O)c1ccccc1NS(=O)(=O)c1cccs1,-0.4%,·,32%,·,-7%[9.22 µM],0%,?
Cc1ccccc1-n1c(=O)[nH]c(=O)c2c(N)c(C(=O)c3ccc(Cl)cc3)sc21,-1.1%,16%,-49%,5%,?,8%,2%
CC(=O)Nc1ccc(S(=O)(=O)C(C#N)c2nc3ccccc3nc2NCCN2CCOCC2)cc1 (stereo unspecified),0.0%,-7%,2%,0%,15%,16%,9%
COc1ccc(C(=O)/C=C/N(C)C)cc1,-1.8%,-3%,-8%[46.1 µM],-5%,22%,-2%,9%
C/C(=C1\SC(N2CCOCC2)=NC1=O)c1ccccc1,-0.8%,8%[38.3 µM],-1%[46.1 µM],0%,-3%[9.22 µM],3%,-2%
Cc1cc(O)ccc1Nc1nc(-c2sc(N)nc2C)cs1,-4.1%,36%[activator][38.3 µM],0%[46.1 µM],-5%,-23%,-7%,?

# Part of the list above in order of SMILES length, ascending:
SMILES,Epigenetic derep,IMPase Li cell,NPSR antag,KinaseGlo FLuc,HTT aggregate,L3MBTL1 inh,CBFb-RUNX1 inh
Cc1cc(O)ccc1Nc1nc(-c2sc(N)nc2C)cs1,-4.1%,36%[activator][38.3 µM],0%[46.1 µM],-5%,-23%,-7%,?
C/C(=C1\SC(N2CCOCC2)=NC1=O)c1ccccc1,-0.8%,8%[38.3 µM],-1%[46.1 µM],0%,-3%[9.22 µM],3%,-2%
O=C(NC(=S)Nc1ccc(CN2CCCCC2)cc1)c1cc2ccccc2o1,-5.6%,·,9%,·,13%[9.22 µM],-24%,-1%
O=C(N/N=C/c1cc(Cl)cc([N+](=O)[O-])c1O)c1ccccc1NS(=O)(=O)c1cccs1,-0.4%,·,32%,·,-7%[9.22 µM],0%,?

# An excerpt from above in order of their number in HTT aggregate, high to low.
SMILES | HTT aggregate
CC(C)(C)C(=O)N1CCCC1C(=O)O (stereo unspecified) | 24%
COc1ccc(C(=O)/C=C/N(C)C)cc1 | 22%
COc1ccc(OC)c(NS(=O)(=O)c2ccc(SC)cc2)c1 | -10%
Cc1cc(O)ccc1Nc1nc(-c2sc(N)nc2C)cs1 | -23%
O=C(NCC1COc2ccccc2O1)C1CCCN(S(=O)(=O)c2cccc3nsnc23)C1 (stereo unspecified) | -25%

# The list continues:
SMILES,Epigenetic derep,IMPase Li cell,NPSR antag,KinaseGlo FLuc,HTT aggregate,L3MBTL1 inh,CBFb-RUNX1 inh
O=S(=O)(c1ccc(F)c(F)c1)N1CCN(Cc2ccc3c(c2)OCO3)CC1,-2.5%,16%[38.3 µM],-5%[46.1 µM],0%,4%,-4%,0%
CC(C)Oc1ccc(C(=O)NC2=NCCS2)cc1,0.0%,1%,15%,-5%,-11%,·,5%
COc1ccc(CCNC(=O)COC(=O)/C=C/c2ccc(OCC#N)c(OC)c2)cc1,-1.5%,2%,7%,-1%,-12%,7%,-6%
COc1ccc(N(CC(=O)N2CCc3ccccc3C2)S(=O)(=O)c2c(C)[nH]c(=O)[nH]c2=O)cc1,1.7%,10%[38.3 µM],-1%[46.1 µM],-2%,3%,0%,2%
Cc1cc(C)n(CNc2nc(C(F)(F)F)cs2)n1,-0.2%,-11%[38.3 µM],-15%[46.1 µM],8%,13%,2%,7%
CN1CCN(NC(=O)c2cccs2)CC1,-0.2%,9%,6%,5%,20%,6%,2%
O=C(Nc1cccc(O)c1)C1CCCN1C(=O)OCc1ccccc1 (stereo unspecified),0.0%,20%[38.3 µM],-11%[46.1 µM],-1%,-15%,1%,6%
CCOC(=O)c1c(NCCN(C)C)c2ccccc2[nH]c1=O,-0.7%,·,44%,·,10%[9.22 µM],-3%,9%
CCOC(=O)CSc1cc(CS(C)(=O)=O)nc(-c2ccccn2)n1,2.2%,-5%,6%,4%,9%,-8%,10%
COc1ccc(N=Nc2ccc(O)c3ncccc23)cc1,-1.2%,·,-13%,·,-19%[9.22 µM],·,2%
CCOCCCNC(=O)c1ccccc1SC,-1.0%,-8%[38.3 µM],-1%[46.1 µM],4%,-8%,·,4%
CCOc1ccc(C2CC(c3ccc(F)cc3)Nc3nc(N)nn32)cc1 (stereo unspecified),-1.0%,1%,17%,0%,7%,12%,2%
CCC1(CC)C(=O)NC(=O)NC1=NCCc1ccc(O)cc1,0.0%,6%,1%[46.1 µM],23%,-6%,19%,9%
CCc1nc(SCC(=O)Nc2c(C)n(C)n(-c3ccccc3)c2=O)n[nH]1,-1.7%,-16%[38.3 µM],-6%[46.1 µM],8%,5%,5%,-7%
CCOC(=O)CCn1c2nc(C)cc(C)c2c(=O)n1-c1ccccc1,0.8%,18%[38.3 µM],-3%[46.1 µM],3%,22%[9.22 µM],·,4%
O=c1cc(-c2cccc(F)c2)[nH]c2cc(Cl)ccc12,-0.6%[96.6 µM],?,·,3%[39.9 µM],·,·,2%[89.1 µM]
CCN(CC)S(=O)(=O)c1cccc(C(=O)OCc2cc(=O)n3nc(C)sc3n2)c1,0.0%,9%[38.3 µM],17%[46.1 µM],4%,-1%,0%,4%
Fc1ccc(-c2nc3n(c2-c2ccncc2)CCS3)cc1,1.1%,-3%,·,2%,·,·,0%
O=C(c1ccc(COc2ccccc2Cl)o1)N1CCN(c2ccccc2)CC1,0.0%,22%[38.3 µM],-20%[46.1 µM],-3%,-3%,-22%,-11%
CC(C)(C)c1nnc2sc(SCC(=O)N3CCCc4ccccc43)nn2c1=O,4.0%,-1%[38.3 µM],?,8%,?,-7%,4%
O=C(Nc1ccccc1)N1CCN(Cc2ccccc2)CC1,-0.6%,6%[38.3 µM],-3%[46.1 µM],0%,9%,·,0%
C=CCc1c(C)nc(SCC(=C)C)[nH]c1=O,-0.2%,-1%[38.3 µM],-11%[46.1 µM],-4%,7%,·,4%
O=C(Nc1ccc2c(c1)OCCO2)C1CCN(c2ncccn2)CC1,-1.2%,9%,7%,-4%,-11%,?,-7%
COc1ccc(CCC(=O)Nc2cc(Cl)ccc2OC)cc1,-0.3%,5%[38.3 µM],-15%[46.1 µM],3%,5%[9.22 µM],·,5%
Cc1ccc(N2CC(C(=O)NCC3CCCO3)CC2=O)cc1Cl (stereo unspecified),0.0%,1%[38.3 µM],13%[7.67 µM],0%,-10%,5%,2%
Cc1cnc(C(=O)OCC(=O)NC2CCCCC2)cn1,-0.3%,-2%[38.3 µM],8%[46.1 µM],-4%,0%,-1%,9%
CCOc1cc(/C=C(\C#N)C(=O)NCC2CCCO2)ccc1OCC(N)=O (stereo unspecified),0.9%,2%,10%,-3%,19%[9.22 µM],-2%,8%
Cc1ccc(S(=O)(=O)NC(CC(=O)O)c2ccccc2)cc1 (stereo unspecified),-1.0%,8%[38.3 µM],0%[46.1 µM],3%,-7%,·,5%
COc1ccc(S(=O)(=O)N2CCc3ccccc32)cc1C(=O)NCCc1ccccn1,-1.4%,1%,-33%,-1%,?,?,4%
Cc1cc2c(s1)c1cnn(CC(=O)NCCc3ccccc3)c(=O)c1n2C,-1.1%,-20%[38.3 µM],-12%[46.1 µM],-9%,6%,5%,1%
COc1ccc(NC(=O)c2cc(F)c(F)cc2Cl)cc1Cl,0.0%,·,-10%[7.67 µM],·,-9%[9.22 µM],-10%,-3%
COCCCNC(=O)c1cn(Cc2c(F)cccc2Cl)nn1,2.0%,·,7%[46.1 µM],·,-2%,-4%,2%
CCN(CC)CCNC(=O)c1ccc(Cl)c(S(=O)(=O)N2CCCCCC2)c1,2.1%,24%[38.3 µM],-2%[46.1 µM],0%,3%[9.22 µM],·,4%
Cc1ccc(OCC(=O)N/N=C/c2ccc3c(c2)OCO3)cc1C,2.3%,-3%,3%,-1%,2%,·,-1%
CC(C)CCNC(=O)c1ccc(CSCc2cccc(F)c2)o1,0.8%,43%[activator][38.3 µM],-13%[46.1 µM],1%,2%[9.22 µM],·,4%
O=C(NCc1ccccc1)c1ncn[nH]1,-3.9%,·,14%,·,-15%[9.22 µM],·,4%
CCOC(=O)C1(CCCCCCOc2ccc(Cl)cc2)CO1 (stereo unspecified),-1.1%,·,1%,·,·,·,?
CCC(C)N1C(=O)S/C(=C/c2ccc3c(c2)n(C)c(=O)n3C)C1=O (stereo unspecified),1.1%,9%,6%,-2%,?,·,-4%
O=C(C1CCCO1)N1CCc2ccccc21 (stereo unspecified),0.0%,8%,-1%[46.1 µM],-1%,-8%,-2%,5%
O=C(NC1CC1)c1cc2c(F)cccc2s1,-1.3%,4%,15%,-3%,0%[9.22 µM],57%[activator],0%
COC(=O)C(C)N(C#N)c1nc(C)cc(C)n1 (stereo unspecified),-1.2%,-7%[38.3 µM],-3%[46.1 µM],-1%,7%,4%,1%
CCS(=O)(=O)N1CCN(C(=O)c2ccccc2[N+](=O)[O-])CC1,-1.3%,-2%,24%,1%,14%,12%,4%
